# High-throughput results from PubChem BioAssay.
# ALOX15 inhib – inhibitors of human 15-lipoxygenase (ALOX15) | P16050 | purified 15hLO-1, xylenol orange hydroperoxide absorbance | Potency, µM (highest dose often 57.1 µM), for the others: at the top dose activity change, negative = inhibition, hits mostly inhibitors | actives 1.4% (n = 74,000); also: potency is read from the fitted curve at half-maximal effect; % is scaled to controls: 0 for no effect and ±100 for the full control effect; nearly all actives have a fitted effect of over 55% in size
# Target sequence (P16050 whole entry, looked up): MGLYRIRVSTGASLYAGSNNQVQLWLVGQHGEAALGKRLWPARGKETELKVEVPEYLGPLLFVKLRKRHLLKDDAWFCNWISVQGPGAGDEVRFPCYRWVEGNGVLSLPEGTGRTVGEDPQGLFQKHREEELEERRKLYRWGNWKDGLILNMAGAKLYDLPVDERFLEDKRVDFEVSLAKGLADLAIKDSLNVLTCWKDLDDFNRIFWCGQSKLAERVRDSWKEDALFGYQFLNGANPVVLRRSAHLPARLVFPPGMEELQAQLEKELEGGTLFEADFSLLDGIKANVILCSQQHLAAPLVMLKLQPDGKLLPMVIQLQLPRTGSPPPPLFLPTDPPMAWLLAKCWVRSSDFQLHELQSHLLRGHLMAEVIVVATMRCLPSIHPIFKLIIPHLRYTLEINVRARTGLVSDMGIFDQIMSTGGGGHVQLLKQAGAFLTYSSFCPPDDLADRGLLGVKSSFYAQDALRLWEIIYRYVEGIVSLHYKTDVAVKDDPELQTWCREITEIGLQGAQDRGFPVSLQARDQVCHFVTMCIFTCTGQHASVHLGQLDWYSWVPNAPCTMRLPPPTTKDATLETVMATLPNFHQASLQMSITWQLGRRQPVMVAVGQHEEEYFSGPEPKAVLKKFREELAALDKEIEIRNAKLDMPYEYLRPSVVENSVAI
#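 Purified human 15hLO-1 (40 nM) in 25 mM Hepes pH 7.5, 0.01% Triton X-100, preincubated 15 min RT with compound, then 50 uM arachidonic acid for 6 min. Hydroperoxide read by ferrous/xylenol orange, 30 min; 573/405 nm absorbance ratio gave progress.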
# HBB splicing – modulators of hemoglobin beta chain splicing; HBB splicing reporter cell assay, activation; EGFP reporter with mutant IVS2-654 intron; response scale: normalised to 500 nM splice-correcting PNA; Potency, µM (top dose mostly 46.1 µM), for the others: at the highest dose activation, actives largely listed as activators; actives 0.06% (n = 65,000); AID 925; also: potency is read from the fitted curve at half-maximal effect; 0% is about no effect
#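 Compounds were applied for 2 days to HeLa EGFP-654 cells, 500/well in Optimem with 2% FCS. The reporter's EGFP is disrupted by mis-splicing of beta-globin intron IVS2-654. Readout: summed well GFP fluorescence from 488 nm laser scanning; reference was 500 nM antisense […] 654 PNA.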
# CRE Fsk mod – alters forskolin-stimulated CRE reporter signaling in CHO cells; Potency, µM (series often up to 38.2 µM), for inactives: at the top dose activity change, negative = inhibition, hits mostly activators; actives 2.5% (n = 71,000); CHO CRE-bla reporter (cAMP response element driving beta-lactamase), forskolin EC10, beta-lactamase ratio; active = well fitted activation curve with a large enough effect in the signal ratio, with a control signal flat, not every such curve was filed as active; inconclusive = small, poorly fitted or top-dose-only effect, or effect the other way, or a change in a side signal; the % refers to the signal ratio; also: potency is read from the fitted curve at half-maximal effect; % of control where 0% means no effect
#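 CRE-bla CHO cells stimulated with EC10 NKH 477 (water-soluble forskolin) and compound titrations, 3 h at 37C; beta-lactamase read with CCF4 after 2 h at room temperature. Activity from 460/530 nm emission ratio, AC50 values for positive or negative modulation.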
# Hsp90 Hop PPI – changes Hsp90-Hop TPR2A binding signal, up or down. actives 0.44% (n = 71,000). Potency, µM (highest dose often 57 µM), for the others: at the top dose activity change, negative = inhibition. AlphaScreen TPR2A-His6 binding biotin-Hsp90 C-terminal peptide; active = well fitted curve in either direction with a large enough effect; inconclusive = small, poorly fitted or top-dose-only effect, or another doubt; also: potency is read from the fitted curve at half-maximal effect; % is scaled to controls: 0 for no effect and ±100 for the full control effect; many of its hits are not listed in these tables
# Pol III holo inh – DNA polymerase III holoenzyme inhibition; Potency, µM (doses to about 57.1 µM), without a hit: at the highest dose activity change, negative = inhibition; AID 603; reconstituted DNA polymerase III holoenzyme replication, biochemical; actives 0.25% (n = 71,000); also: potency is read from the fitted curve at half-maximal effect; % is scaled to controls: 0 for no effect and ±100 for the full control effect
#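 Reconstituted *E. coli* holoenzyme (0.35 nM Pol III, 1 nM beta, 154 nM SSB, 2 nM primase) was preincubated with compound for 15 min at RT. Synthesis on 1.4 nM ssM13Gori ran 35 min, then was stopped with PicoGreen/EDTA and read as dsDNA fluorescence.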
# Epigenetic mod – epigenetic GFP locus derepression in mouse cells; Potency, µM (highest dose often 46.1 µM), without a hit: top-dose GFP derepression (activation); AID 597; mouse C127i GFP locus derepression, cytometry, 30 h; actives 0.09% (n = 68,000); also: % of control where 0% means no effect
#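 Locus derepression in mouse mammary C127i cells whose integrated CMV-GFP reporter is normally silent; GFP expression after 30 h compound treatment was quantified by counting fluorescent cells.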
# ERK AVP block – vasopressin-driven ERK pathway inhibition | Potency, µM (titrated, usually from 57.5 µM), without a hit: at the top dose activity, negative = inhibition, actives largely listed as inhibitors | actives 0.99% (n = 72,000) | HEK293-V1b, vasopressin-stimulated pERK AlphaScreen; also: potency is read from the fitted curve at half-maximal effect; % is scaled to controls: 0 for no effect and ±100 for the full control effect; nearly all actives have a fitted effect of over 55% in size
#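 HEK293 cells stably expressing V1b receptor, preincubated 30 min at 37 °C with compound, then stimulated 5 min with 25 nM vasopressin. Phospho-ERK by AlphaScreen SureFire after 5 h RT; normalized to DMSO and vasopressin; AC50 by Hill fit.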
# HADH2 inh – inhibitors of human HADH2 dehydrogenase | Q99714 | AID 886 | recombinant HADH2, NADH fluorescence, beta-hydroxybutyryl-CoA | Potency, µM (titrated, usually from 57.1 µM), inactives show top-dose activity change, negative = inhibition, usual class: inhibitors | actives 3.4% (n = 73,000); also: potency is read from the fitted curve at half-maximal effect; % is scaled to controls: 0 for no effect and ±100 for the full control effect; nearly all actives have a fitted effect of over 60% in size; many of its hits are not listed in these tables
# Target sequence (Q99714 whole entry, looked up, one chain of several): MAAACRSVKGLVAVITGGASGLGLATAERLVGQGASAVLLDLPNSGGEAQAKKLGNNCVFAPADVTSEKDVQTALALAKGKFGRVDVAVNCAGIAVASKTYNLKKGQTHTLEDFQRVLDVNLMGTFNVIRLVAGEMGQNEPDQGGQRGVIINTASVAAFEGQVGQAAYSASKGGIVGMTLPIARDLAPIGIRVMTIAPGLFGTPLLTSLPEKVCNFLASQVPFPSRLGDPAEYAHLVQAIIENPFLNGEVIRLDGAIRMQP
#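 20 nM HADH2 + cpd, 15 min RT; add 1 mM NAD+/90 uM beta-hydroxybutyryl-CoA; kinetic fluorescence 360/450 nm, 4 min. Tris-HCl pH 9.0, 0.01% Tween-20.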
# FLuc inh – inhibitors of firefly luciferase. purified firefly luciferase, luminescence, 8 min. P08659. Potency, µM (doses to about 57.1 µM), inactives show at the top dose activity change, negative = inhibition, actives largely listed as inhibitors. actives 2.2% (n = 72,000); also: potency is read from the fitted curve at half-maximal effect; % is scaled to controls: 0 for no effect and ±100 for the full control effect; nearly all actives have a fitted effect of over 40% in size
#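 Inhibition of light generation by firefly luciferase from ATP and luciferin was profiled with concentration-response curves per sample, ATP held at 10 uM within the enzyme's linear range. Plates were read by luminescence after an 8-minute ambient incubation.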
# UbGFP stabilizer – ubiquitin-GFP accumulation via proteasome inhibition; 67,000 tested, under 10 active; Ubiquitin-GFP reporter cells, proteasome inhibition, GFP fluorescence; response scale: untreated = 0%, 10 µM MG-132 = 100%; Potency, µM (top dose mostly 45.9 µM), for inactives: at the highest dose activation (GFP accumulation), actives largely listed as activators; AID 526; active = well fitted activation curve with a large enough effect, not every such curve was filed as active; inconclusive = small, poorly fitted or top-dose-only effect, or another doubt; inactive = no such curve, though single readings can be large or run the other way; also: potency is read from the fitted curve at half-maximal effect
#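 U2OS cells expressing ubiquitin(G76V)-GFP, seeded overnight in 0.5% FBS medium, then treated 4 hr at 37 C across 46 uM to 2.9 nM. GFP-positive cells counted by laser cytometry (488 ex/515 em); %activity scaled between basal and 10 uM MG-132.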
# Tau fil binding – tau filament binding. recombinant tau filaments, thioflavin S fluorescence, 15 h; filaments grown with octadecylsulfate alongside compound. actives 2% (n = 71,000). Potency, µM (highest dose often 57.1 µM), for the others: at the top dose activity change, negative = inhibition. P10636. AID 596;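 also: potency is read from the fitted curve at half-maximal effect; % is scaled to controls: 0 for no effect and ±100 for the full control effect; actives lower thioflavin S fluorescence by blocking filaments or displacing dye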
#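 Thioflavine S fluorescence (ex 450, em 510 nm) reports filaments formed from 1 uM human tau plus 30 uM ODS over 15 h at 37 C (10 mM HEPES pH 7.4, 100 mM NaCl, 5 mM DTT); compounds displacing dye or blocking filaments lower signal.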
# Starred values were filed as active, the others as inactive; ? = inconclusive; nt = not tested or not shown; [ ] = another dose, or the depositor's remark. Unless noted, calls follow the shape of the dose curve; as a rule, active = well fitted curve in the direction sought with a large enough effect; inconclusive = small, poorly fitted or top-dose-only effect, or another doubt; inactive = no such curve, though single readings can be large; an effect the other way counts as inactive or inconclusive.
SMILES,ALOX15 inhib,HBB splicing,CRE Fsk mod,Hsp90 Hop PPI,Pol III holo inh,Epigenetic mod,ERK AVP block,HADH2 inh,FLuc inh,UbGFP stabilizer,Tau fil binding
O=C(c1csnn1)N1CCC2(CC1)CN(c1ccncc1)C2,4%,0.1%,11%,0%,-13%,5%[9.22 µM],-9%,-18%,2%[11.4 µM],8%,12%
Cc1cc(NC(=O)CSc2nnc(Cc3ccccc3)o2)no1,17%,0.1%,-9%,-14%,-4%,2%,-12%,6%,-1%,1%,-2%
Cn1c(SCc2ccc(C#N)cc2)nnc1-c1cccc(Cl)c1,-3%,2.4%,?,-5%,-8%,4%,6%,3%,1%,0%,5%
COC(=O)c1c(NC(=O)CSc2nnnn2-c2ccccc2)sc2c1CCCC2,-18%,-2.7%[57.5 µM],?,5%,3%,0%,12%,-3%,1%,9%,75%
COc1ccc(NC(=O)N(CCO)Cc2cc3c(C)cc(C)cc3[nH]c2=O)cc1,-9%,-0.6%,?,-3%,-4%,-2%,?,-2%,0%,-2%,-2%
CSc1nc2ccc(NS(=O)(=O)c3ccc(Cl)s3)cc2s1,-22%,1.0%,?,4%,-1%,1%,9%,-9%,1%,7%,10%
Cc1ccc(CS(=O)(=O)CCC(=O)NCc2ccc3c(c2)OCO3)cc1,-2%,0.0%,11%,-2%,-5%,-1%,22%,-2%,0%,-8%,-23%
COc1ccc(C(=O)N2CCN(S(=O)(=O)N3CCOCC3)CC2)cc1OC,4%,0.8%,1%,-6%,0%,0%,-4%,-2%,1%,11%,4%
COc1ccc2cc(CN(Cc3ccco3)C(c3nnnn3C3CCCCC3)C(C)C)c(=O)[nH]c2c1 (centres undefined),3%,nt,0%,2%,-7%,9%,-9%,-5%,1%,-2%,1%
CN(Cc1ccccc1)S(=O)(=O)c1ccc2[nH]cc(C(=O)NCC3CCCO3)c(=O)c2c1 (centres undefined),-17%,-1.7%[0.369 µM],-16%,?,-4%,2%,-23%,?,3%,nt,23%
Oc1ccc(Cl)cc1/C=N/c1nccs1,5%[11.4 µM],0.8%[0.0738 µM],?,-6%[11 µM],-1%[11.4 µM],4%,-4%,?,-1%,6%[9.17 µM],1%[11.4 µM]
COc1cc(OC)cc(C(=O)NCC(=O)OC2CCOC2=O)c1 (centres undefined),5%,-1.2%,?,-1%,-4%,2%,-19%,-6%,-30%,-3%,2%
CC(=O)Nc1ccc(S(=O)(=O)Nc2nc3ccccc3nc2N2CCCC2)cc1,-1%,1.3%[0.369 µM],13µM*,2%,15%,0%,-9%,2%,-1%,nt,-2%
CNC(=O)NCC12CC3CC(CC(C3)C1)C2,-7%,4.0%,?,-2%,3%,-4%,-8%,26%,2%,4%,6%
O=C(O)CNC(=O)c1ccccc1NC(=O)c1ccco1,7%,nt,-2%,0%,-1%,2%,-2%,-10%,0%,4%,-2%
Cc1cc(C(=O)O)c(=O)[nH]c1C,5%,0.4%,-3%,1%,-1%,12%,13%,-28%,-1%,3%,5%
COc1ccc(OCC(=O)Nc2ccc(N3CCOCC3)cc2)cc1,-4%,-0.2%,-3%,-9%,-2%,0%,-25%,-9%,0%,-7%,?
O=C1CC(N2CCN(c3ccc(Cl)c(Cl)c3)CC2)C(=O)N1 (centres undefined),-1%,-2.1%,?,-4%,0%,0%,-16%,-5%,2%,-5%,-1%
CC(=NC1CCCCC1)c1ccccc1O,?,3.7%[9.22 µM],6%[7.6 µM],-8%[11 µM],-4%[11.4 µM],0%[9.22 µM],-13%[11.5 µM],7%[11.4 µM],1%[11.4 µM],11%[9.17 µM],-9%[11.4 µM]
Cc1nc2cnc(Nc3ccccc3)nc2n(CCc2ccccc2)c1=O,2%,3.2%,16µM*,-3%,-3%,3%[9.22 µM],-5%,3%,-7%[11.4 µM],-7%,-19%
COCCNC(=O)CN(c1ccc(C)cc1)S(=O)(=O)c1ccc(SC)cc1,-21%,1.4%[9.22 µM],-6%,-3%,-6%,-2%,8%,-4%,1%,-4%,0%
CC(=O)c1ccc(CCCC(=O)O)cc1,0%[11.4 µM],1.8%[0.0738 µM],?,-2%[11 µM],-6%[11.4 µM],2%,-7%,4%[11.4 µM],3%,-14%[9.17 µM],5%[11.4 µM]
CN(C(=O)c1cc2n(n1)C(C(F)(F)F)CC(c1ccco1)N2)c1ccccc1 (centres undefined),8%,0.1%[57.5 µM],3%,-1%,-3%,-3%,-2%,18%,0%,-2%,-5%
CC1(C)CC(=O)C=C(Nc2ccc(F)cc2F)C1,4%,-1.6%,0%,0%,3%,-2%,-14%,-9%,0%,4%,-3%
C=CCn1c(N)c(C(=O)NCCC2=CCCCC2)sc1=S,25µM*,-2.1%,?,?,3%,0%,2%,3.2µM*,-11%,8%,-6%
COCCNC(=O)c1cc(-c2cccc(OC)c2)on1,-1%,1.2%,-25%,4%,6%,0%,-11%,-1%,?,-13%,-3%
CC1=CC(C)(C)N(C(=O)c2ccc(F)cc2)c2cc3c(cc21)OCO3,2%,-3.1%[57.5 µM],1%,?,2%,0%,-18%,13%,2%,-2%,?
O=C(O)CCc1ccc(-c2ccc(Cl)cc2)n1CC(=O)O,-11%[11.4 µM],1.5%[0.0738 µM],?,-10%[11 µM],-9%[11.4 µM],0%,-9%,-11%[11.4 µM],2%,12%[9.17 µM],-1%[11.4 µM]
COc1cc(C(=O)Nc2ccc3c(c2)OCCO3)ccc1OC(F)F,0%,0.4%[57.5 µM],2%,4%,-6%,-1%,?,12%,16µM*,0%,-1%
COc1nc(NCC(C)C)nc(Oc2ccc(OCc3ccccc3)nn2)n1,-4%,-0.3%,?,-3%,3%,3%,-21%,-4%,-1%,-1%,-7%
Cc1cc(C)n(-c2ccc(C(=O)C(C#N)c3nc4ccccc4n3C)cc2)n1 (centres undefined),5%,-0.2%[57.5 µM],7%,-1%,-6%,0%,?,7%,-1%,3%,4%
COc1ccc(S(=O)(=O)N2CCCC2)c(C)c1C,10%,0.0%,2%,1%,5%,0%,-4%,7%,0%,2%,-6%
O=C(NCC1CCCO1)c1ccc2c(c1)N(Cc1ccccc1)C(=O)CS2=O (centres undefined),-9%,0.2%,-13%,-1%,-2%,-3%,-2%,-15%,0%,-3%,-3%
COc1ccc(N(CC(=O)NC(C)(C)C)S(=O)(=O)c2ccccc2)cc1OC,2%,nt,4%,2%,0%,-3%,-4%,6%,-1%,-1%,2%
CCc1nnc(NC(=O)c2ccc(COc3ccccc3)o2)s1,2%,nt,0%,6%,-1%,-1%,13%,-14%,2%,3%,-10%
COC(=O)c1sccc1NC(=O)c1csc2c1CCCC2,-16%,1.3%,?,?,0%,-3%,26%,?,-1%,-2%,-3%
Cc1ccc2c(c1)C1(C(=O)N2C)N2CC3(C)CN1CC(C)(C2)C3=O (centres undefined),5%,0.0%,-5%,-3%,-2%,-2%,7%,0%,0%,-12%,-9%
C=CCn1c(N)c(C(=O)NCc2ccco2)sc1=S,-2%,-0.7%,7%,-12%,-4%,0%,?,?,-2%,2%,5%
COc1ccc(CNCC(O)COCc2cccs2)cc1 (centres undefined),4%,-2.5%[57.5 µM],-5%,-2%,-1%,-2%,8%,0%,2%,1%,-6%
NC[C@@]12CCCC1C1CCC2C1 (some centres undefined),9%,0.7%[0.369 µM],10%,-2%,1%,4%,2%,-11%,-2%,-4%,?
O=C(NC1CC1)c1ccc(CSCc2cccc(F)c2)o1,-5%,-0.8%,14%,-2%,3%,9%,-12%,-1%,-1%,-2%,-3%
CCN(CC)C(=O)c1n[nH]c(=O)c2ccccc12,8%,-1.0%,-1%,3%,0%,2%,2%,5%,0%,0%,2%

# The list is partial (hit frequency here may not be typical).
